Assay outcomes (PubChem)
Cav3 T inh – blocks human Cav3.2 T-type calcium channel. O95180. Cav3.2-expressing cells, Fluo-4 calcium fluorescence FDSS; hits give low values. B-score at 10 µM. 4% of 100,000 active. AID 449739;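 active = single-dose well whose peak fluorescence ratio is a statistical outlier from its plate by either plate-standardised score or position-corrected B-score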
An asterisk follows results filed as active. These rows are one share of the data. The share of hits here may be higher or lower than overall.

#	Molecule	Cav3 T inh
1	Cc1ccccc1N1C(=O)C2ON(c3ccccc3)C(c3ccncc3)C2C1=O (stereo not given)	-0.014
2	CC1=C(C(=O)N2CCCCCC2)C2(CCC(C)CC2)OC1=O (stereo not given)	0.97
3	COc1cc2c(cc1OC)C(C)N(C(=O)c1cc3n(n1)C(C(F)(F)F)CC(c1ccco1)N3)CC2 (stereo not given)	-1.6
4	CCOC(=O)c1sc2c(c1C)c(=O)c(C(=O)OCC)cn2CC	-0.025
5	Cc1ccccc1NC(=O)C1CCN(c2cc(-c3ccccc3)nc3ncnn23)CC1	2.7
6	Cc1ccc2ncnc(Nc3ccc(C)c(C)c3)c2c1	-0.15
7	COC(=O)C1=C(C(=O)OC)[C@@H]2Nc3ccccc3[C@@]23C[C@@H](C(=O)OC)N(C(=O)c2cccs2)C3=N1	-0.16
8	C=CCOC(=O)C(C#N)c1nc2ccccc2nc1N1CCN(Cc2ccccc2)CC1 (stereo not given)	0.011
9	CCOC(=O)c1c(NC(=O)C2COc3ccccc3O2)sc(C(C)=O)c1C (stereo not given)	-0.17
10	Cc1cc(N)n2ncc(-c3cccc(Br)c3)c2n1	-1
11	CCOC(=O)c1sc(NC(=O)CSc2nc3c(c(=O)n2-c2ccc(F)cc2)SCC3)c(C(=O)OCC)c1C	-0.025
12	CCN(CC)C(=O)CSc1nnc(CCCCCNC(=O)OC(C)(C)C)o1	-0.08
13	CC1CCCN(c2ccc(C(=O)NCc3cccs3)cn2)C1 (stereo not given)	-0.74
14	C#CCOCCOCCOCCNc1nc(N2CCN(C(=O)[C@H]([C@@H](C)CC)n3cc([C@@H](N)CC(C)C)nn3)CC2)nc(N2CCN(C(=O)[C@H](CCCCN)n3cc([C@@H](N)CC(C)C)nn3)CC2)n1	1.6
15	O=C(CCN1C(=O)C2C3C=CC(C3)C2C1=O)NC1CCCc2ccccc21 (stereo not given)	0.019
16	COc1ccc(N(CC(=O)N2CCCCCC2)S(=O)(=O)c2c(C)[nH]c(=O)[nH]c2=O)cc1	-0.44
17	COC(CNC(=O)c1cccc2c1C(=O)N(Cc1cccnc1)C2)OC	1.6
18	Cc1cc(S(=O)(=O)N2CCCCCC2)c(Cl)cc1Cl	-2.8
19	CN1CCN(S(=O)(=O)c2ccc(NC(=O)c3cccc(S(=O)(=O)N4CCCC4)c3)cc2)CC1	0.52
20	COC(=O)CSc1n[nH]c(-c2cccnc2)n1	0.11
21	CS(=O)(=O)N1CCN(c2cccc(Cl)n2)CC1	0.45
22	O=C1CCCN1CCCNS(=O)(=O)c1ccc(Cl)c(C(=O)N2CCOCC2)c1	0.24
23	Cc1nc2c(-c3ccc(F)cc3)c(C)nn2c(C)c1CCC(=O)N1CCN(c2ccc(F)cc2)CC1	-6.2*
24	O=C1NC[C@H](Cc2ccc(O)cc2)N(CCc2cccc3ccccc23)C1=O	-0.052
25	CCc1ccc(N(CC(=O)O)S(=O)(=O)c2c(C)noc2C)cc1	-1.9
26	Cn1c([N+](=O)[O-])cnc1COC(N)=O	1.8
27	Cc1ccc(S(=O)(=O)n2ccc3cccnc32)cc1	0.044
28	CCC(=O)Nc1sc2c(c1C#N)CC(C)(C)NC2(C)C	1.8
29	COCCn1c(SCCN2CCCCC2)nc2ccccc2c1=O	0.8
30	CCc1nccn1S(=O)(=O)c1ccc(Br)cc1Br	-1.2

The final 4 compounds of the section before lead into the next.
#	Molecule	Cav3 T inh
27	Cc1ccc(S(=O)(=O)n2ccc3cccnc32)cc1	0.044
28	CCC(=O)Nc1sc2c(c1C#N)CC(C)(C)NC2(C)C	1.8
29	COCCn1c(SCCN2CCCCC2)nc2ccccc2c1=O	0.8
30	CCc1nccn1S(=O)(=O)c1ccc(Br)cc1Br	-1.2
31	CCOC(=O)c1cc2c(nc1N)CC(C)(CC)OC2 (stereo not given)	-0.024
32	Cc1ccc2[nH]c(C(=O)O)c(NC(=O)CN3CCN(c4cccc(C)c4C)CC3)c2c1	-4.9*
33	COC(=O)C1=C(C)N=C2SCCC(=O)N2C1/C=C/c1ccccc1 (stereo not given)	-1.5
34	COc1ccc(CCNC(=O)CN(C)S(=O)(=O)c2cccc3nsnc23)cc1OC	0.61
35	Cc1ccc(NC(=S)C2=C(O)c3sccc3N(C)S2(=O)=O)cc1	-0.075
36	Cc1ccc(-n2ncc3c(N4CCCC4)ncnc32)c(C)c1	3.1
37	CCSc1nnc(NC(=O)C(CC)Oc2ccccc2)s1 (stereo not given)	-0.75
38	COc1ccc(-n2c(SC3CCOC3=O)nc3ccccc32)cc1 (stereo not given)	-1.5
39	COC(=O)c1ccccc1NC(=O)CN(Cc1ccc(Cl)cc1)S(C)(=O)=O	-3.2
40	COc1ccc(N2CCN(C(=O)CC3NC4CCCCC4NC3=O)CC2)cc1 (stereo not given)	0.3
41	O=C(Nc1cccn2ncnc12)c1ccc(Cl)cc1Cl	-0.44
42	COc1ccc(-c2nnc(SCCC(=O)O)n2-c2ccccc2)cc1	0.036
43	CCC(c1nnnn1CCOC)N1CCN(C(=O)c2ccco2)CC1 (stereo not given)	0.23
44	COc1cc(-c2nc(N)n[nH]2)cc(OC)c1OC	0.79
45	COc1ccc(CCNc2ccc(C(CC(N)=O)NC(=O)c3ccc(Br)cc3)cc2[N+](=O)[O-])cc1 (stereo not given)	-0.31
46	O=C(Nc1cccc(C(F)(F)F)c1)NC1CCCCC1	-1.6
47	Cc1oc(-c2ccccc2)nc1Cn1cccc1C1=NC(c2ccccc2)CO1 (stereo not given)	-5.6*
48	COc1ccc2[nH]c3c(NCCN(C(C)C)C(C)C)ncnc3c2c1	1.3
49	COc1ccc(N2CCN(S(=O)(=O)/C=C/c3ccccc3)CC2)cc1	-0.74
50	CCN(CC)C(=O)N1CCC(NC(=O)c2ccccc2)CC1	-0.059
51	Cc1cc(C)cc(N(CC(=O)NCc2ccco2)S(=O)(=O)c2c(C)noc2C)c1	0.0081
52	CC(=O)Nc1ccc2c(c1)ncn2C1CCCCC1	0.66
53	CCOC(=O)C(=CNc1ccc(O)c(C(=O)OC)c1)C(=O)OCC	-0.0063
54	CCC(Sc1ccc2nnc(-c3ccc(F)cc3)n2n1)C(=O)O (stereo not given)	-0.018
55	Nn1c(SCC(=O)NCCC2=CCCCC2)nnc1C(F)(F)F	0.28
56	CCS(=O)(=O)c1nnnn1-c1ccccc1S(C)(=O)=O	0.92
57	CCC1=C(OC(=O)N(CC)CC)N2C(=O)OC(=NCC(=O)OC)[C@]2(Cc2ccccc2)[C@H]2C1=CC[C@H]1C(=O)N(c3ccccc3)C(=O)[C@H]12	-0.29
58	O=C(CCCCn1c(=O)[nH]c2ccsc2c1=O)NCc1cccnc1	0.81
59	CCOC(=O)c1oc2ccccc2c1NC(=O)c1ccc(S(=O)(=O)N2CCCC2)cc1	0.24
60	CC1CCN(S(=O)(=O)c2ccc3c(c2)C(=NO)c2cc(S(=O)(=O)N4CCC(C)CC4)ccc2-3)CC1	-3.5
61	O=C(c1ccc(COc2c(F)c(F)cc(F)c2F)o1)N1CCN(c2ccc(Cl)cc2)CC1	-2.5
62	Cc1cc(NC(=O)CN2CCCC(C)C2)n(-c2nc3ccccc3s2)n1 (stereo not given)	-1.1
63	CCOc1ccc(-c2nnc3ccc(SC)nn23)cc1	-0.2
64	CC(C)N(Cc1nc(-c2ccc(Cl)cc2)no1)C(=O)CCC1CCCC1	-1
65	COC(=O)c1ccc(-c2nc(-c3cccs3)no2)cc1	-0.71
66	CCc1nc2oc3cc(OC)ccc3c(=O)c2c(=O)n1-c1ccccc1	0.063
67	O=C(NCc1ccco1)c1sc(=S)n2c1[nH]c(=O)c1ccccc12	-2.7
68	O=C(Cn1c(=O)sc2ccccc21)NCc1ccccn1	0.64
69	CCOC(=O)c1cnn(-c2nc(-c3ccccc3)cs2)c1C(F)(F)F	-0.071
70	O=[N+]([O-])c1ccc(C(=S)N2CCN(Cc3ccccc3)CC2)cc1	-0.19
71	N#Cc1cccc(NC(=O)c2nc(-c3ccccc3)n(-c3ccccc3)n2)c1	-0.29
72	CCCn1nc2cc(C(=O)NCCCCc3ccccc3)ccc2c1OCC	-3.1
73	O=c1[nH]c(C2CCCN(S(=O)(=O)c3ccc(F)cc3)C2)nc2c1nnn2Cc1ccccc1 (stereo not given)	0.73
74	O=C(NCCc1cccs1)C1CC(c2ccc([N+](=O)[O-])cc2)=NO1 (stereo not given)	0.012
75	NS(=O)(=O)c1ccc(CCNC2CC(=O)N(Cc3ccccc3)C2=O)cc1 (stereo not given)	0.022
76	O=C(NCC1CCCO1)C1CC(c2ccccc2Cl)=NO1 (stereo not given)	0.31
77	C=CCC12C=C(OC)C(=O)OC(OC)(C1O)[C@H](c1ccc3c(c1)OCO3)[C@H]2C (stereo not given in full)	-0.00089
78	CCc1ccc2c(c1)C(c1cccs1)=NNC(c1cccnc1)=N2	0.11
79	O=C(O)C1=C[C@@H](c2ccccc2)C[C@@H](OCCCCO)O1	0.97
80	Cc1occc1C(=O)NCCc1ccc(Cl)cc1	0.21
81	Cc1ccc(NC(=O)Cc2nc(CSc3nnc(-c4ccc5c(c4)OCO5)o3)cs2)cc1	-5.4*
82	COC(=O)Nc1ccc(NC(C)=O)cc1	0.064
83	COc1ccc(NC(=S)Nc2ncccc2C)c(OC)c1	-0.14
84	CCOC(=O)N1CCN(C(=O)C2CCN(S(=O)(=O)c3cc(Cl)ccc3Cl)CC2)CC1	0.82
85	CN(C)CC(=O)N1c2ccccc2CCc2ccc(NC(=O)c3ccc(N)cc3)cc21	-0.41
86	CC1(C)Cc2nc(-c3ccccc3)n3cnnc3c2CO1	1.5
87	CC(CC(=O)Nc1ccc2c(c1)OCCO2)c1ccccc1 (stereo not given)	0.4
88	CCCCOc1ccccc1P(=O)(O)CP(=O)(c1ccccc1)c1ccccc1	-1.4
89	Cc1nn(C)c(C)c1CN(C)C(=O)c1cnn2c1NC(c1ccccc1)CC2C(F)(F)F (stereo not given)	0.52
90	COc1cc(Cl)c(C)cc1NC(=O)COC(=O)c1cnc(C)cn1	0.18

6 of the compounds above, with the structure last:
nr | Cav3 T inh | Structure
79 | 0.97 | O=C(O)C1=C[C@@H](c2ccccc2)C[C@@H](OCCCCO)O1
80 | 0.21 | Cc1occc1C(=O)NCCc1ccc(Cl)cc1
81 | -5.4* | Cc1ccc(NC(=O)Cc2nc(CSc3nnc(-c4ccc5c(c4)OCO5)o3)cs2)cc1
82 | 0.064 | COC(=O)Nc1ccc(NC(C)=O)cc1
83 | -0.14 | COc1ccc(NC(=S)Nc2ncccc2C)c(OC)c1
84 | 0.82 | CCOC(=O)N1CCN(C(=O)C2CCN(S(=O)(=O)c3cc(Cl)ccc3Cl)CC2)CC1

More results follow:
#	Molecule	Cav3 T inh
91	COC(=O)c1ccc(N2CCOCC2)c(F)c1	1.3
92	CCN(CC)C(c1ccc(F)cc1)c1nnnn1CC1CCCO1 (stereo not given)	-0.31
93	CC1=CC(C)(C)N(S(=O)(=O)c2ccc(F)cc2)c2ccccc21	-4.2
94	Cc1nnc2sc(-c3ccco3)nn12	0.36
95	COc1cccc(OC)c1C(=O)Nc1ccc(N2CCN(S(C)(=O)=O)CC2)cc1	-0.075
96	O=C(NCc1ccco1)c1ccc(COCC(F)(F)C(F)F)cc1	0.59
97	On1c(-c2ccco2)nc2c1CCc1nonc1-2	-0.12
98	O=c1cc(-c2ccc(O)cc2)oc2cc(O)c(C3OC(CO)C(O)C(O)C3O)c(O)c12 (stereo not given)	0.0021
99	CCCNC(=O)Nc1cc(C)on1	0.031
100	O=C(Cc1ccccc1)N/N=C/c1ccc(OCC(=O)Nc2ccccc2)cc1	0.52
101	CC(=O)Nc1cc(C(F)(F)F)ccc1Oc1cccc(Br)c1	-1.7
102	C=CCSc1nc2c(c(=O)[nH]c(=O)n2C)n1CC	-0.51
103	Cc1c(NC(=O)c2ccc3c(c2)OCO3)cccc1-c1nc2ccccc2o1	-0.54
104	CCCNC(=O)CS(=O)Cc1nc(-c2cccc(OC)c2)oc1C (stereo not given)	0.024
105	CCC(C)(C)NC(=O)C(c1ccco1)N(C(=O)Cn1nnc2ccccc21)c1ccc2c(c1)OCO2 (stereo not given)	-0.88
106	COc1ccc(NC(=O)NCCN2CCc3ccccc3C2)cc1	0.052
107	CCn1cc(C(=O)NCc2cccc(F)c2)c(=O)c2cc(F)c(N3CCN(C(=O)c4ccco4)CC3)cc21	2.4
108	Cc1ccc(CSc2nnnn2C)cc1	0.01
109	COc1ccc(OC)c(NC(=O)C2CC(C)=C(C)CC2C(=O)O)c1 (stereo not given)	-0.64
110	Nc1nnc(SCc2ccccc2Cl)s1	0.24
111	CCCCOC(=O)C(C)c1c(C)[nH]c(=S)[nH]c1=O (stereo not given)	1.1
112	CC(C)(C)n1nnnc1CN(Cc1ccc(F)cc1)Cc1ccco1	-4.7*
113	CC1CCc2cc(F)ccc2N1C(=O)c1ccc2c(c1)OCO2 (stereo not given)	-3.1
114	Cc1nc(NS(=O)(=O)c2cccs2)c2c3c(sc2n1)CCC3	0.014
115	Cc1[nH]c2ccc(-c3n[nH]c(=S)n3C)cc2c1C	-0.0022
116	NC(=O)CN1CCOCCN(CC(N)=O)CCOCC1	0.83
117	NS(=O)(=O)c1ccc(NC(=O)CSc2ccccn2)cc1	-0.42
118	COc1ccc(/C=N/OCC(=O)N2CC3(C)CC2CC(C)(C)C3)cc1OC (stereo not given)	0.022
119	C=CCn1c(SCC(=O)Nc2nc(C)cs2)nnc1C(NC(=O)c1ccccc1)C(C)C (stereo not given)	-0.021
120	CC(C)CC(CO)N1CCN(C(=O)c2ccc(Cl)cc2)CCC1=O (stereo not given)	-0.13
121	Cc1onc(-c2ccccc2Cl)c1C(=O)Nc1cnn(Cc2ccccc2)c1	-1.7
122	CSc1ccccc1-c1nnc(-c2ccc(Cl)c(Cl)c2)o1	-0.33
123	Cc1ccc(C(C)n2cc(C(=O)NCCN3CCN(C)CC3)nn2)cc1 (stereo not given)	0.47
